# Screening data: PubChem BioAssay, several laboratories
# Furin inh: human furin inhibition; inhibition, % at 30 µM; P09958; purified furin, fluorogenic substrate cleavage; 220,000 compounds, 0.061% hits; in the data active means inhibition above about 25%; further: inactives centre near -15
# p97 inhibitor: human p97 ATPase inhibition | P55072 | recombinant p97 ATPase, Kinase-Glo ATP luminescence, 3 h | inhibition, % at 8 µM | 220,000 compounds, 0.42% hits | AID 1481; in the data active means inhibition above about 15%;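 further: 0% = DMSO vehicle and 100% = wells lacking enzyme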
# hK5 inh: inhibitors of human kallikrein 5; Q9Y337; recombinant hK5, fluorogenic AMC substrate cleavage; inhibition, % at 5 µM; 210,000 compounds, 0.59% hits; AID 873;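 active means inhibition of 40% or more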;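 further: 0% = enzyme controls without compound and 100% = no-enzyme blanks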
# Target sequence (Q9Y337 67-293 limits assumed): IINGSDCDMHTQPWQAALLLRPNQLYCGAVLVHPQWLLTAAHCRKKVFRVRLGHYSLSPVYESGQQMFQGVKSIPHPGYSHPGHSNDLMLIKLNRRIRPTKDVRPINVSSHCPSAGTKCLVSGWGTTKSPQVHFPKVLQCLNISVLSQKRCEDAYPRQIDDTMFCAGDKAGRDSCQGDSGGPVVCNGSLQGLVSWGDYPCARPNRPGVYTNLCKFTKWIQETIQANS
# FXIIa inh: factor XIIa (human) inhibition. P00748. purified FXIIa, Boc-QGR-AMC fluorogenic substrate, 2 h. inhibition, % at 5 µM. 220,000 compounds, 0.3% hits. AID 800; in the data active means inhibition above about 40%;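 further: 0% = enzyme with no compound and 100% = blank without enzyme; many of its hits are not listed in these tables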
# Target sequence (P00748 20-372 limits assumed): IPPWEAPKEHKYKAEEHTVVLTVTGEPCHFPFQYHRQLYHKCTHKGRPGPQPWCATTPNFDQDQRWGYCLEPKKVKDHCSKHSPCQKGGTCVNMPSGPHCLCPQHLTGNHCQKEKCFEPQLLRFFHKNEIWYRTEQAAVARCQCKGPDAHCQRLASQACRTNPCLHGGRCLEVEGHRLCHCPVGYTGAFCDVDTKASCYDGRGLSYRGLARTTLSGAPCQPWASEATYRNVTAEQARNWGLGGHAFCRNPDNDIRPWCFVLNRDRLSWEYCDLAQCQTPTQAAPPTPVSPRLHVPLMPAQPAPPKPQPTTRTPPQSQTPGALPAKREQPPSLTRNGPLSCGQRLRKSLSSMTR
# Target sequence (P00748 373-615 limits assumed): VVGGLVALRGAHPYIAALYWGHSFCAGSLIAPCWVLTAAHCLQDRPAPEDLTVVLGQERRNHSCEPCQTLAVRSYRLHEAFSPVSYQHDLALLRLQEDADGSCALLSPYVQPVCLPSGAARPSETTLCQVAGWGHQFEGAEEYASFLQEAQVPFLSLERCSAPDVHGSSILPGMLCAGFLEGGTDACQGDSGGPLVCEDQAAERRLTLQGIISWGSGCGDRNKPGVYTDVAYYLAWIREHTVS
# Wee1 degr inh: blocks degradation of human Wee1 kinase; P30291; HeLa Luc-Wee1K328M stability, luciferase luminescence; 100% = proteasome inhibitor MG132 effect; reporter increase, % at 5 µM; 220,000 compounds, 1.2% hits; AID 1321;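 active means activation above the mean of all tested compounds plus 3 SD, set per screening run, cut at about 8.8% in these data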;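 further: cells exposed to compound for 20 h before luminescence read; 0% = DMSO alone and 100% = MG132 at 30 µM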
# thrombin 1536: inhibitors of human thrombin; AID 1046; alpha-thrombin, Boc-VPR-AMC fluorogenic substrate cleavage; 220,000 compounds, 0.26% hits; inhibition, % at 5 µM; P00734;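 active means inhibition at or above 40%; inactive means inhibition below 40%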;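 further: 0% = enzyme with no compound and 100% = wells without enzyme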
#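 Material: human alpha-thrombin enzyme / Medium: pH 7.5 Tris (50 mM) with NaCl 150 mM, Tween 20 0.05% / Compound: single-point dosing at 5 µM, 0.2% DMSO / Incubation: enzyme reaction carried out at room temperature / Detection: AMC fluorescence, 355/460 nm / Read-out basis: percent inhibition scaled between no-compound controls and no-enzyme blanks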
# KCC2 mod: modulators of human KCC2 chloride dependent transport. Q9H2X9. KCC2 cells, thallium flux FluoZin-2 fluorescence. B-score of Tl+ flux slope (higher = more flux/activation; lower = inhibition) at 10 µM. 190,000 compounds, 2.2% hits. AID 1456;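 active means thallium flux slope and its plate-corrected score both differing from the plate sample mean at a set confidence after two filtering rounds, in either direction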;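 further: slope of fluorescence scaled to starting intensity during 10 to 20 s after thallium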
# PERK inh: blocks human PERK kinase | Q9NZJ5 | CHO PERK-DD fusion, SEAP luminescence translation reporter | inhibition, % at 5.6 µM | 220,000 compounds, 0.17% hits | AID 1416;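 active means inhibition above the mean inhibition of all tested compounds plus 3 SD, set separately per screening campaign, cut at about 2.9% in these data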;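 further: PERK kinase domain activated by AP20187 dimerizer at 100 nM; 0% = DMSO with dimerizer and 100% = rapamycin at 8.4 µM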
# FXIa inh 1536: blocks human coagulation factor XIa protease activity | AID 798 | purified FXIa, Boc-Glu-Ala-Arg-AMC fluorogenic substrate | inhibition, % at 5 µM | 220,000 compounds, 0.14% hits | P03951;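 active means inhibition of at least 40%; inactive means inhibition below 40%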;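 further: fluorescence of freed AMC excited at 355 nm; 0% = enzyme without compound and 100% = no enzyme blank; many of its hits are not listed in these tables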
# Numbers without * were called inactive; i = inactive; x = not tested or not shown; [ ] = dose if it differs, or a comment.
SMILES,Furin inh,p97 inhibitor,hK5 inh,FXIIa inh,Wee1 degr inh,thrombin 1536,KCC2 mod,PERK inh,FXIa inh 1536
COc1ccc(F)cc1S(=O)(=O)N1CCCC(C)C1 (centres undefined),-19[20 µM],1,1,15,0,1,x,-0.3,3
Cc1c(Nc2ccc(C=O)cc2)c(=O)n(-c2ccccc2)n1C,11,5,0,3,5,7,1.2,1.1,-1
CCc1ccc(NC(=O)CSc2nnc(-c3cccs3)n2CC)cc1,-10[20 µM],-3,-12,2,4,2,x,-2.5,-1
Cc1noc2ncnc(Oc3ccc(Cl)cc3Cl)c12,-27,1,-11,5,1,-1,-0.55,1.3,-3
COc1ccc(-n2nc(C(=O)NCC(=O)NCc3ccccc3OC)c3ccccc3c2=O)c(OC)c1,-21,3,-10,8,4,3,-0.67,0.1,-4
Nc1ncnc2c1ncn2C1OC(CO)C(O)C1O (centres undefined),-24,2,0,7,-2,-4,x,0.9,-4
CC(=O)c1ccc(OC(=O)c2ccc(Br)o2)cc1,-32,2,6,22,-3,-1,0.023,0.4,2
COc1ccc2nc3oc(C(=O)N4CCCCC4)cc3cc2c1,-32[20 µM],-1,-32,-5,2,-4,x,-1.1,-1
Cc1nc([N+](=O)[O-])c(Sc2nc3ccccc3n2C)n1Cc1ccccc1,-7,1,-20,8,3,-12,-3,-0.7,-2
COc1ccc(S(=O)(=O)N2CC=C(C(=O)Nc3ccc(NC(C)=O)cc3)CC2)cc1,-22,4,-9,2,-3,-13,-1,0.4,-5
C/C(=N\N=C\c1ccccc1)c1nnn(-c2nonc2N)c1C,-6[20 µM],-3,1,17,0,8,-0.43,-0.1,0
O=S(=O)(NCc1cn2ccsc2n1)c1cccs1,-13,6,-5,13,-5,2,0.22,1.1,3
O=C(NCc1ccco1)c1ccc2c(=O)n(-c3ccccc3)c(=S)[nH]c2c1,-9[20 µM],6,-17,-8,-2,4,2.5,0.0,-7
Cc1cccc(NC(=O)COC(=O)Cc2cccc(C(F)(F)F)c2)c1C,-26,1,-5,-1,-2,-6,-0.25,1.1,1
Cn1nc(C(=O)OCC(=O)Nc2sccc2C(N)=O)c2ccccc2c1=O,-17,5,-2,5,-2,-9,-0.66,-0.2,-1
Cc1[nH]n(C(C)(C)C)c(=O)c1Sc1ccccc1,-16,5,0,16,1,0,0.66,0.1,3
N#CCC(=O)Nc1ccc(C(=O)Nc2cccnc2)cc1,-15,0,21,0,4,-8,1.7,0.6,-5
Cc1nc2ccccc2c(=O)n1NC(=O)Nc1ccccc1,-6[20 µM],4,-10,12,5,1,0.49,0.2,-10
Clc1ccc(OCc2noc(-c3ccsc3)n2)c(Cl)c1,-8,4,-1,9,-1,-4,-1.1,-0.2,-2
Cc1c(C(=O)Nc2ccc(F)cc2)c2ccccn2c1CCc1ccncc1,-13,-2,10,2,1,0,-0.67,-0.6,6
COc1ccc(NS(=O)(=O)c2ccc3oc(Nc4ccc5c(c4)OCCO5)nc3c2)cc1,-15,8,0,-1,-2,-8,x,-1.0,-2
Cc1cccc(C)c1NS(=O)(=O)c1ccc(OCCNS(C)(=O)=O)cc1,-19,0,x,10,4,-2,0.68,0.7,3
Cc1nn(CC(=O)Nc2ccccn2)c(=O)c2ccccc12,-28[20 µM],3,-8,13,1,3,1.4,0.1,3
CCOC(=O)N1CCN(CC(O)COc2ccc(OC)cc2C(C)(C)C)CC1 (centres undefined),-18,-5,-24,7,-2,-9,0.097,-1.4,0
O=C(NN1C(=O)c2ccccc2C1=O)C1C2CCCCC21 (centres undefined),-12,2,-21,6,1,-4,1.6,0.7,5

# Full records as entered above:
# `Cc1[nH]n(C(C)(C)C)c(=O)c1Sc1ccccc1` reads Furin inh = -16; p97 inhibitor = 5; hK5 inh = 0; FXIIa inh = 16; Wee1 degr inh = 1; thrombin 1536 = 0; KCC2 mod = 0.66; PERK inh = 0.1; FXIa inh 1536 = 3
# `Cc1nn(CC(=O)Nc2ccccn2)c(=O)c2ccccc12` reads Furin inh = -28[20 µM]; p97 inhibitor = 3; hK5 inh = -8; FXIIa inh = 13; Wee1 degr inh = 1; thrombin 1536 = 3; KCC2 mod = 1.4; PERK inh = 0.1; FXIa inh 1536 = 3

# Next records follow:
SMILES,Furin inh,p97 inhibitor,hK5 inh,FXIIa inh,Wee1 degr inh,thrombin 1536,KCC2 mod,PERK inh,FXIa inh 1536
Cc1ccc(CSc2nc3sc(C)c(C)c3c(=O)n2Cc2ccco2)cc1,-17,3,-22,5,-1,-3,9.4*,1.0,-4
COc1ccccc1NS(=O)(=O)c1ccc(Cl)c(NC(=O)c2sc3cc(Cl)ccc3c2Cl)c1,-21,0,-21,1,3,1,1.2,0.4,-3
S=C(c1ccc(-c2cc(Cl)ccc2Cl)o1)N1CCCCC1,-4,7,-7,13,1,0,-0.17,0.8,6
O=C(/C=C/c1ccco1)NCc1ccco1,6,10,-6,12,-2,0,0.71,1.5,3
Cc1nn(Cc2c(Cl)cccc2Cl)c(C)c1N,-17[20 µM],2,-5,18,-4,1,0.7,0.3,9
COc1ccc(-c2[nH]ncc2CNCCCSC)cc1F,-32,7,-3,7,-2,-7,-0.52,0.2,9
CN(Cc1ccccn1)Cc1nc(-c2ccc(Cl)cc2)no1,-6,-6,30,103*,1,58*,-0.29,0.3,32
Cc1ccc(S(=O)(=O)NC2CCCCC2)c2nsnc12,-20,4,-11,17,-1,4,-0.11,0.4,8
CN(C)c1ccc(/C=C/C(=O)c2ccc(O)cc2)cc1[N+](=O)[O-],-4,0,-8,4,1,-11,-1.5,0.9,-2
O=C1CN(C(=O)/C=C/c2ccc(Cl)cc2)c2ccccc2N1,-20,1,-1,11,0,2,0.049,-0.3,3
COc1ccc(/C=C/C(=O)c2cc3cccc(OC)c3oc2=O)cc1,-13,9,3,12,1,-2,-0.0093,0.3,0
Cc1ccc(S(=O)(=O)CCC(=O)OCC(=O)c2ccc(C)c(C)c2)cc1,-15,-5,-13,4,-4,-3,-1.2,1.3,3
NC(=O)C1CCN(C(=O)CN(c2cccc(C(F)(F)F)c2)S(=O)(=O)c2ccccc2)CC1,-4,3,-15,16,-1,2,-0.056,1.2,5
Cc1cccc(C(=O)N(c2ccccn2)C(C)c2ccco2)c1 (centres undefined),-27,5,-7,-5,-3,-3,-0.27,0.7,0
CC(=O)Nc1cc(C)c(S(C)(=O)=O)c(C)c1,5,-6,-12,-5,-3,-7,0.5,-0.2,-10
Cc1cc(S(=O)(=O)Nc2c(C)nc3nc[nH]n3c2=O)ccc1F,-24,6,x,4,-1,-4,0.48,1.7,-1
COC(=O)CSc1nsc(SCC(=O)OC)c1C#N,-17[20 µM],4,-10,-1,-2,-5,-0.15,0.3,1
CC(C)(C)C(=O)COC(=O)c1cc(-c2ccncc2)nc2ccccc12,-25,0,1,4,1,-1,-0.96,1.4,-2
Cc1cccc(-c2nc3ccccc3c(=O)n2NC(=O)Cc2ccc(Cl)cc2)c1,-8,-5,-25,4,2,-5,0.28,-0.1,-3
CSc1ccc2[nH]c(=O)cc(C)c2c1,-42,3,-1,6,0,-7,-3,0.7,0
COc1ccc(C(=O)Nc2cccc(-c3nnc(-c4ccco4)o3)c2)cc1,-21[20 µM],-1,5,-8,-3,-4,x,-2.2,-4
CCCCCC1NC(=O)NC1CCCCCC(=O)O (centres undefined),13[20 µM],10,-38,0,5,4,0.21,0.1,-10
CC(C)Oc1ccccc1OCCN(C)C,-9,3,-18,13,1,-1,1.4,1.4,6
CC1CCN(C(C(=O)O)c2ccccc2)CC1 (centres undefined),-17,-5,7,2,0,-6,x,0.5,-2
O=C(CCS(=O)(=O)c1cccc2nonc12)NC1CCCCCC1,-23,5,-19,11,3,-6,0.23,0.2,18
# (list continues)
SMILES,Furin inh,p97 inhibitor,hK5 inh,FXIIa inh,Wee1 degr inh,thrombin 1536,KCC2 mod,PERK inh,FXIa inh 1536
C#CCOCCOCCOCCNc1nc(N2CCN(C(=O)C([C@@H](C)CC)n3cc(C(N)Cc4ccc(O)cc4)nn3)CC2)nc(N2CCN(C(=O)[C@H](CCC(=O)O)n3cc(C(N)Cc4ccc(O)cc4)nn3)CC2)n1 (some centres undefined),-14,-1,1,7,-1,-4,-0.63,-0.2,0
CC(=O)c1c(C)[nH]c(C(=O)OCc2ccccc2)c1C,-28,1,-10,2,1,-5,-0.43,-0.4,4
COc1cccc2c1C(=O)c1c(O)c3c(c(O)c1C2=O)C[C@@](O)(C(=O)CO)C[C@@H]3O[C@H]1C[C@H](N)[C@H](O)[C@H](C)O1,5,-4,-2,14,-3,2,i,-0.6,2
CC1CCN(c2nc3c(c(=O)[nH]c(=O)n3C)n2Cc2ccccc2Cl)CC1,1,-3,-4,2,1,-6,-1.2,1.2,-4
C/C(Cc1ccccc1)=N\NC(=O)CNC(=O)c1ccc(Cl)cc1Cl,-13,-9,78*,86*,1,4,-1.7,-1.0,12
O=S(=O)(Nn1cnnc1)c1ccccc1,-21[20 µM],-4,-11,14,-2,2,0.018,-0.2,10
O=C(Nc1nnc(SCC(=O)N2CCOCC2)s1)c1ccccc1,-1,4,-15,2,-2,-6,0.24,0.3,4
Cc1ccc(-c2nnc(C)c(N3CCOCC3)n2)cc1,-11,6,4,-13,-1,0,0.54,0.8,-14
COc1ccc(NC(=O)CC2C(=O)N(c3ccc(Cl)cc3)C(=S)N2CCc2ccccn2)cc1 (centres undefined),-16,3,-1,14,0,0,0.77,-0.7,-1
CCOC(=O)c1oc2c(O)c(O)ccc2c(=O)c1-c1nncn1-c1ccccc1,-28[20 µM],4,-22,-12,1,-7,-0.46,0.6,-3
O=C(NCc1ccco1)/C(=C\c1ccco1)NC(=O)c1ccc(Br)o1,-18,4,-9,9,0,-5,-0.44,-0.4,5
CCC(C(=O)NNC(=O)c1cnccn1)c1ccccc1 (centres undefined),-24,4,-10,6,2,-3,1.1,0.4,5
COc1cc2nc(SCc3ccc(F)cc3)n(Cc3cccs3)c(=N)c2cc1OC,-20[20 µM],-1,5,5,-1,-1,0.18,1.1,5
CC1CCN(c2nc3nonc3nc2N2CCC(C)CC2)CC1,-22[20 µM],0,3,8,0,-4,-0.62,1.0,5
CCOC(=O)C(NC=O)(NC(C)(C)C)C(=O)OCC,-21,4,-7,20,1,5,x,2.2,11
O=C(CN1CCN(Cc2ccc3c(c2)OCO3)CC1)Nc1ccc(N2CCOCC2)cc1,-27,5,0,5,-1,5,0.031,0.4,-4
Cc1cc(C(C)(C)C)ccc1OCCOCCN1CCCC1,-10,-4,-6,1,0,-2,-0.48,-1.1,6
CC1=C(C(=O)Nc2ccc([N+](=O)[O-])cc2)C(c2cccc(C(F)(F)F)c2)NC(=S)N1c1ccccc1 (centres undefined),-8[20 µM],3,-24,1,-3,-4,-0.39,-0.5,-4
CCc1ccc2nc3n[nH]c(N)c3cc2c1,-8,3,-6,18,0,0,x,2.0,4
CCOc1ccc(NC(=O)CC2SC(=O)N(c3ccccc3)C2=O)cc1 (centres undefined),-31,6,2,12,-1,0,-0.028,1.0,0
CSc1ccccc1C(=O)Nc1ccc(C)cc1C,-16,-3,-4,8,0,-7,0.43,-0.3,-6
Cn1c(SCC2CCCO2)nnc1-c1cccc([N+](=O)[O-])c1 (centres undefined),-8,-4,0,15,3,-4,0.54,-0.2,11
CC(=O)NCCOc1ccc(C(=O)O)cc1,-20,0,4,18,0,5,x,0.6,11
Cc1ccc(C(=O)NC(=S)NNC(=O)CC#N)cc1,-29,5,-5,8,-3,-7,0.83,0.9,1
